SR-BI DiI inh = mouse SR-BI HDL lipid transfer inhibition. Q61009. AID 488896. inhibition, % at 12.5 µM. ldlA[mSR-BI] CHO cells, DiI-HDL uptake fluorescence, 3 h. 0.96% of 320,000 active;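 active means mean replicate inhibition of at least 70% and a set share of replicates each scoring 70 or more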;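 further: 0% = median of neutral control wells and 100% = median of positive control wells; values of inactives mirror those of a sister screen read the other way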
Target sequence (Q61009 whole entry, looked up): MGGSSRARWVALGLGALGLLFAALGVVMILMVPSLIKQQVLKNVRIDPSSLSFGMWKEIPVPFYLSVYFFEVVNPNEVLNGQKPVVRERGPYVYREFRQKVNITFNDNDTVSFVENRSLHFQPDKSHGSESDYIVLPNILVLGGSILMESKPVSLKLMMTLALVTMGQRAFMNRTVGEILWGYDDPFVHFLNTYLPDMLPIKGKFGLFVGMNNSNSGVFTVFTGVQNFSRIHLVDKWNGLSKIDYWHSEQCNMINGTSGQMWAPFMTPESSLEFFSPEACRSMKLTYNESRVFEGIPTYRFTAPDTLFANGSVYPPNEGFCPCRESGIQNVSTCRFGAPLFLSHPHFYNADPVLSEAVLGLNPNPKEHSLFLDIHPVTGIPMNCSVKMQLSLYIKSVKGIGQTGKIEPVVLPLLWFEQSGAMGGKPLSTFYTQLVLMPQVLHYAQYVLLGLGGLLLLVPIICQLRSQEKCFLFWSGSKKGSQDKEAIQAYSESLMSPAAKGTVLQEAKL
Wnt bcat act = Wnt/beta-catenin pathway activation | Wnt/beta-catenin reporter cell assay, activator, plate reader | 1.2% of 300,000 active | activation, % at 9.35 µM; in the data active means activation above about 30%, passing the limit was not always enough;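 further: 0% = neutral control wells and 100% = positive control wells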
Tat export inh = E. coli Tat transport inhibition. 0.036% of 340,000 active. E. coli MC4100 TorA-mCherry Tat export, fluorescence. inhibition, % at 10 µM;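 active means mean replicate inhibition at least 50% and at least half of replicates individually reaching 50%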;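 further: exported cargo escapes ClpAP degradation while cytoplasmic cargo is degraded and loses fluorescence; 0% = median of neutral control wells and 100% = median of NaSCN control wells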
AddAB inh = less growth of phage-infected E. coli with AddAB; AID 435030; inhibition, % at 11.9 µM; E. coli expressing H. pylori AddAB, absorbance growth; 0.29% of 330,000 active; in the data active means inhibition above about 12%;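 further: 0% = vehicle wells of infected cells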
CAL PDZ FP-1 = blocks peptide binding to human CAL PDZ domain; purified CAL PDZ, TMR-peptide fluorescence polarization, 1 h; inhibition, % at 20 µM; 0.02% of 330,000 active; AID 504414;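 active means highest replicate inhibition of at least 40%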;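 further: plate controls were DMSO neutral control wells for no effect and unlabeled competitor peptide control wells for full effect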
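Test system: purified CerCALP PDZ construct; Compound dosing: one concentration, 20 µM compound; Also added: TMR-labelled reporter peptide T*-PRC34 bound in PDZ groove; Read-out: inhibition from polarization loss; Controls: unlabelled peptide and DMSO controls; Signal: FP readout, S and P plane fluorescence; Incubation: 1 h at RT.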
CAL PDZ FP-2 = blocks peptide binding to the human CAL PDZ domain; Q9HD26; purified CAL PDZ, TMR-peptide fluorescence polarization, 1 h; inhibition, % at 24.9 µM; 0.92% of 300,000 active; AID 602252;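 active means mean inhibition of at least 30% with at least half of replicates also reaching 30%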;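 further: 0% = DMSO neutral control and 100% = excess unlabeled competitor peptide PRC23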
MITF act = activators of MITF-driven TRPM1 promoter activity in SK-MEL-5 cells | SK-MEL-5 TRPM1-promoter luciferase, 24 h; % of positive control, neutral wells = 0 | activation, % at 12.5 µM | 0.75% of 300,000 active;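 active means mean activation of at least 80% with every replicate also reaching 80%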;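 further: 0% = neutral control wells and 100% = parthenolide positive control wells; values of inactives mirror those of a sister screen read the other way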
SR-BI uptake up = SR-BI HDL lipid transfer activation; CHO ldlA[mSR-BI] cells, DiI-HDL uptake fluorescence, 3 h; 100 = double the neutral-control signal; activation, % at 12.5 µM; 0.096% of 320,000 active; AID 504775;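 active means mean replicate activation of at least 60% and every replicate at or above 60%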;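 further: 0% = median plate neutral-control signal and 100% = twice that signal; values of inactives mirror those of a sister screen read the other way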
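Material – SR-BI-overexpressing, LDLR-lacking CHO cells · Medium – BSA-supplemented, HEPES-buffered Ham's F12, pH 7.4 · Doses – single concentration · Times – compound with DiI-HDL co-incubation, 3 h at 37 °C · Measured by – bottom-read fluorescence, 550/595 nm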
Ecoli viability = counter-screen for AddAB inhibitors: E. coli growth inhibition. E. coli V3065 growth, OD600 absorbance, 18 h. AID 449728. inhibition, % at 11.9 µM. 0.27% of 330,000 active;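 active means inhibition above the campaign's mean inhibition across all tested compounds plus 3 SD, cut at about 9.9% in these data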;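 further: uninfected addAB+ strain grown without phage in ampicillin broth; 0% = DMSO wells and 100% = ciprofloxacin 0.95 µg/ml wells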
phage Ecoli inh = E. coli growth loss with phage present; growth absorbance; inhibition, % at 11.9 µM; 0.26% of 360,000 active; in the data active means inhibition above about 11%
Numbers without * were called inactive; . = no result given. Rows are unselected; about 3.6% have a hit in one of these screens.

no.	molecule	SR-BI DiI inh	Wnt bcat act	Tat export inh	AddAB inh	CAL PDZ FP-1
1	O=C(Nc1nc2ccccc2n1CCN1CCOCC1)c1ccccc1	7	5	1	0.1	-2.2
2	CC(=O)N1CC=C2C(C#N)=C(N)C(C#N)(C#N)[C@H](c3ccoc3)[C@H]2C1	-26	.	-4	1.0	-2.6
3	CC(=O)Cc1nsc(NC(=O)c2ccco2)n1	6	3	-2	0.8	-2.3
4	CCn1c(CNC(=O)Cc2ccc(OC)cc2)nnc1SCC(=O)Nc1ccc(C(=O)O)cc1	-17	-21	-4	2.6	-0.4
5	O=C(Nc1ccc(SC(F)F)cc1)c1ccc(F)cc1	10	17	1	7.3	-1.5
6	C=CCN1c2ccccc2[C@]23C[C@@H](C(=O)OC)N(C(=O)c4cccs4)C2=NC(C(=O)OC)=C(C(=O)OC)[C@H]13	-11	-2	3	-1.1	-1.0
7	Cc1ccc(NC(=O)C2(c3ccc([N+](=O)[O-])cc3)CCCC2)cc1	16	9	-7	1.9	-0.2
8	O=C(NCCc1cscn1)C1CCC(=O)N(Cc2ccc(Cl)cc2)C1 (centres undefined)	18	1	0	1.1	-0.7
9	O=C(O)/C(=C\c1cccc([N+](=O)[O-])c1)c1ccc(S(=O)(=O)N2CCCCC2)s1	.	-4	12	1.3	-3.0
10	C/C(=N\NC(=O)c1ccco1)c1cc2ccccc2o1	-14	2	2	2.6	-1.8
11	O=C(c1ccccc1CCc1ccccc1)N1CCCC1	14	0	-2	.	0.0
12	COc1ccc2c(c1)c(C(=O)CN1CCOCC1)c(C)n2C	5	-3	0	0.7	-4.3
13	O=C1/C(=C/c2ccccc2[N+](=O)[O-])COc2ccccc21	-4	-7	-2	1.2	-0.2
14	CC(C)COP(=O)(OCC(C)C)C(O)c1ccc(N(C)C)cc1 (centres undefined)	-2	4	-4	-0.6	-0.2
15	COc1ccc(CN2CCCCC2C)cc1OC (centres undefined)	-31	.	0	2.6	-0.1

no.	CAL PDZ FP-2	MITF act	SR-BI uptake up	Ecoli viability	phage Ecoli inh
1	.	-9	-7	-0.5	-1.6
2	.	-5	26	-2.0	-0.5
3	-1	5	-6	-0.3	2.6
4	3	-1	17	0.0	3.7
5	.	87*	-10	2.8	5.1
6	-1	7	11	1.4	0.9
7	1	0	-16	-1.8	5.0
8	6	16	-18	0.1	1.2
9	-4	9	.	0.8	0.1
10	-1	-2	14	0.5	3.8
11	3	.	-14	.	0.6
12	0	-7	-5	-1.4	3.0
13	-5	-83	4	-1.9	6.3
14	1	-1	2	-1.3	2.3
15	5	-6	31	0.0	0.8

A stretch taken from the entries so far, as a working copy:
no.	molecule	SR-BI DiI inh	Wnt bcat act	Tat export inh	AddAB inh	CAL PDZ FP-1
1	O=C(Nc1nc2ccccc2n1CCN1CCOCC1)c1ccccc1	7	5	1	0.1	-2.2
2	CC(=O)N1CC=C2C(C#N)=C(N)C(C#N)(C#N)[C@H](c3ccoc3)[C@H]2C1	-26	.	-4	1.0	-2.6

no.	CAL PDZ FP-2	MITF act	SR-BI uptake up	Ecoli viability	phage Ecoli inh
1	.	-9	-7	-0.5	-1.6
2	.	-5	26	-2.0	-0.5

More results follow:
no.	molecule	SR-BI DiI inh	Wnt bcat act	Tat export inh	AddAB inh	CAL PDZ FP-1
16	COc1ccc(CCC(=O)N2CCN(S(=O)(=O)c3ccc(OC)cc3)CC2)cc1	-1	-3	3	4.0	0.1
17	CCOC(=O)C(NC(=O)Nc1ccc(F)cc1F)(Oc1ccc(F)cc1)C(F)(F)F (centres undefined)	14	-1	4	0.3	-0.5
18	CCCCOC(=O)c1ccc(NC(=O)C(=O)CC(=O)c2ccc(OC)cc2)cc1	39	3	-1	-0.9	-1.1
19	CCCCC[C@H](O)/C=C/C1=C(CCCCCCC(=O)O)C(=O)CC1	-4	.	4	0.4	0.1
20	CCCCC(O)(CCCC)C(=O)NNc1ccccc1	-1	.	-5	4.5	0.0
21	CCOC(=O)CCNC(C(=O)OCC)c1ccccc1 (centres undefined)	-7	.	-5	2.4	0.9
22	COC(=O)c1cc(OC)c(OC)cc1NC(=O)CCNC(=O)c1ccco1	.	-1	1	0.7	-1.6
23	Cc1[nH][nH]c(=O)c1C(c1c(C)[nH][nH]c1=O)c1cn(Cc2ccccc2Cl)c2ccccc12	17	-7	-12	.	0.2
24	COc1ccccc1NC(=O)CSc1ncnc2c1oc1ccccc12	-5	-1	-6	1.3	-1.5
25	COc1cccc(CNC(=S)Nc2cccc(Cl)c2C)c1	-12	0	1	-0.2	1.1
26	CCC(C)(C)NC(=O)CCCSc1nc2ccccc2s1	-7	11	6	3.8	-0.3
27	CCOc1ccc2nc(COC(=O)c3ccncc3)c(C(=O)c3ccccc3)[n+]([O-])c2c1	.	18	.	0.4	.
28	O=C(Cn1c(=O)c2c(ncn2Cc2ccccc2)n(Cc2ccccc2)c1=O)N1CCCC1	-9	.	4	2.5	-0.5
29	COC(=O)c1cc(C(=O)Nc2cccc(C)n2)cc([N+](=O)[O-])c1	20	.	1	0.8	0.5
30	Nc1nc2ccccc2n1/N=C/c1ccc(-c2ccccc2)o1	12	53*	-2	3.0	-3.5

no.	CAL PDZ FP-2	MITF act	SR-BI uptake up	Ecoli viability	phage Ecoli inh
16	1	-2	1	1.1	1.3
17	-2	2	-14	2.0	4.2
18	-1	-13	-39	-0.5	-1.8
19	-2	-1	19	0.5	.
20	-2	2	1	-0.8	5.0
21	-1	-1	7	-2.1	4.0
22	3	2	.	-2.0	2.1
23	-3	-27	-17	.	1.0
24	.	3	5	-0.6	4.0
25	-1	-12	12	2.5	2.9
26	2	49	7	-0.7	1.9
27	.	.	.	0.9	2.2
28	.	-14	9	-0.7	-0.3
29	-4	4	-20	-1.9	1.8
30	-5	.	-12	-1.4	0.0

More records.
no.	molecule	SR-BI DiI inh	Wnt bcat act	Tat export inh	AddAB inh	CAL PDZ FP-1
31	CCCCn1c(N)c(N(CCOC)C(=O)c2ccc(S(=O)(=O)N(CC)c3ccccc3)cc2)c(=O)[nH]c1=O	-27	-5	-5	5.8	-0.8
32	CCC(=O)OCC(=O)c1c(N)n(Cc2ccccc2)c(=O)n(C)c1=O	-1	.	5	3.3	-0.5
33	COC(=O)CNC(c1ccccc1)c1cc(C)ccc1NC(=O)CNC(=O)OCc1ccccc1 (centres undefined)	-2	.	3	2.2	0.0
34	COCCNC(C)C(=O)Nc1ccc(Br)cc1 (centres undefined)	-13	19	-7	0.0	-2.4
35	COc1ccc(C)cc1Nc1n[n+](-c2ccccc2)c(-c2ccc(OC)c(OC)c2OC)s1	37	-5	7	3.7	0.1
36	O=C(Nc1ccc(S(=O)(=O)NC2=NCCCCC2)cc1)c1cccs1	-31	-4	3	1.7	0.1
37	CCN1CCN(C(=O)c2ccc(N3CC4CC(C3)c3cccc(=O)n3C4)c([N+](=O)[O-])c2)CC1 (centres undefined)	11	-2	-1	-1.4	-1.8
38	CSc1ccc(CCNC(=O)CS(=O)(=O)Cc2nc(-c3ccccc3F)oc2C)cc1	11	-1	-3	0.7	-1.5
39	COc1ccc(S(=O)(=O)N2CCCC(C(=O)N3CCN(C)CC3)C2)cc1Cl (centres undefined)	-13	1	1	1.4	-2.6
40	CC1(C)O[C@@H]2C[C@H]3[C@@H]4C[C@H](F)C5=CC(=O)C=C[C@]5(C)[C@H]4[C@@H](O)C[C@]3(C)[C@]2(C(=O)CO)O1	-14	1	-5	-1.1	-0.8
41	COC(=O)c1ccc(CNC(=O)Cn2cc(C)c(=O)[nH]c2=O)cc1	2	-2	-1	.	-1.1
42	Cc1ccc(C2Nc3ccccc3C(=O)N2CCN2CCNC2=O)cc1 (centres undefined)	-1	0	2	2.8	-0.6
43	Cc1cc(C)cc(OCC(=O)OCc2nnc(-c3ccccc3)o2)c1	-4	1	-2	1.4	1.3
44	Cc1ccc(C(=O)OCC(=O)N(C)c2ccccc2)c(C)c1	4	1	4	3.2	0.5
45	N#C/C(=C(/O)COC(=O)CCc1ccc(S(=O)(=O)N2CCOCC2)cc1)c1nc2ccccc2[nH]1	-10	.	3	-3.1	-1.5

no.	CAL PDZ FP-2	MITF act	SR-BI uptake up	Ecoli viability	phage Ecoli inh
31	-5	-3	27	0.6	-0.5
32	.	-8	1	1.5	4.9
33	4	.	2	-1.7	2.4
34	1	10	13	-0.7	-0.5
35	-3	-24	-37	0.5	0.3
36	-4	-1	31	0.8	5.3
37	-3	0	-11	-1.4	0.8
38	-3	-4	.	-0.3	3.8
39	-5	-14	13	0.5	1.2
40	-1	7	14	-1.9	3.6
41	-2	3	-2	.	1.0
42	-2	.	1	2.0	0.6
43	.	-8	4	0.8	1.2
44	0	34	-4	1.3	0.1
45	6	5	10	-1.9	-1.2

Record cards (already shown).
CCCCC[C@H](O)/C=C/C1=C(CCCCCCC(=O)O)C(=O)CC1 across the screens: SR-BI DiI inh = -4; Wnt bcat act = .; Tat export inh = 4; AddAB inh = 0.4; CAL PDZ FP-1 = 0.1; CAL PDZ FP-2 = -2; MITF act = -1; SR-BI uptake up = 19; Ecoli viability = 0.5; phage Ecoli inh = .
CCCCn1c(N)c(N(CCOC)C(=O)c2ccc(S(=O)(=O)N(CC)c3ccccc3)cc2)c(=O)[nH]c1=O across the screens: SR-BI DiI inh = -27; Wnt bcat act = -5; Tat export inh = -5; AddAB inh = 5.8; CAL PDZ FP-1 = -0.8; CAL PDZ FP-2 = -5; MITF act = -3; SR-BI uptake up = 27; Ecoli viability = 0.6; phage Ecoli inh = -0.5

Other compounds follow.
no.	molecule	SR-BI DiI inh	Wnt bcat act	Tat export inh	AddAB inh	CAL PDZ FP-1
46	C/C(=N/NC(=O)c1ccc(C)s1)c1cccc(NC(=O)COc2ccc(Cl)cc2C)c1	55	1	2	-2.2	-2.7
47	Cc1ccc(C(=O)C2=C(O)C(=O)N(Cc3ccccc3)C2c2cccnc2)o1 (centres undefined)	-12	-2	1	0.6	-1.0
48	Cc1ccc(-c2nn(C)c(=O)c3ccccc23)cc1CNC(=O)CSc1nc2ccccc2o1	.	-7	-5	0.5	-2.3
49	CCN(Cc1ccc(NC(C)=O)cc1)CC1CCCN(CCc2cccc(F)c2)C1 (centres undefined)	-36	-3	-3	.	-0.7
50	COC(=O)C1(CC2CC(c3cccc(Br)c3)=NO2)CCN(C(=O)OC(C)(C)C)CC1 (centres undefined)	36	-5	23	1.1	-1.9
51	CCOc1ccc(NC(=O)NC2CC(=O)N(c3ccc(OC)cc3)C2)cc1 (centres undefined)	15	42*	-1	-0.5	-0.2
52	OCCn1nc(-c2ccccc2)cc1-c1ccccc1	1	17	-1	4.7	-1.0
53	COc1ccc(-c2ccc(OC)c([C@H]3[C@H]4C=CC[C@@H](C)[C@@H]4C(=O)N3Cc3ccccc3)c2)cc1OC	-14	-5	2	2.8	-1.1

no.	CAL PDZ FP-2	MITF act	SR-BI uptake up	Ecoli viability	phage Ecoli inh
46	3	2	-55	0.2	2.2
47	.	-20	12	-1.5	.
48	1	-1	.	-0.8	1.6
49	-2	.	36	.	1.1
50	-3	6	-36	-0.1	2.0
51	-1	1	-15	-3.1	-0.8
52	-4	.	-1	1.4	-1.0
53	-4	-3	14	-2.4	2.1

Bioassay records as filed in PubChem BioAssay.
